S3 lipid droplet – qHTS Assay for Lipid Storage Modulators in Drosophila S3 Cells | Drosophila S3 cells, BODIPY lipid droplet fluorescence, 18-24 h; cells fed with added oleic acid | lipid storage change, negative = inhibition, % at the top dose, mostly 46.1 µM; hits show Potency in µM | 320,000 compounds, 0.64% hits; active means well fitted inhibition curve with a large enough effect in the signal ratio, with a control signal flat, not every such curve was filed as active; inconclusive means small, poorly fitted or top-dose-only effect, or effect the other way, or a change in a side signal; the % refers to the signal ratio
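Drosophila S3 cells loaded with oleic acid (400 uM, as added) and compounds at several concentrations; lipid droplets imaged by 488-nm laser-scanning cytometry, 500–530 nm intensity and object ratio to cell channel. Percent activity normalized to 20 uM Triacsin C.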
S3 lipid droplet cell count max – second read-out of S3 lipid droplet, no call of its own (marks repeat the call); cell number change, %; measured here: cell count max response;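 cells counted by Cell Tracker Red CMTPX staining in the red channel; peak over a dose series mostly up to 46.1 µM; percent activity relative to internal control wells on each plate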
An asterisk follows results filed as active; i = inactive; ? = inconclusive; / = no result given; [ ] = dose if it differs, or a comment. On the % scale 0 is the no-effect control and ±100 the full control effect; potency means the concentration at half of the fitted maximal effect. Some of the compounds tested. The share of hits here may be higher or lower than overall.

SMILES	S3 lipid droplet	S3 lipid droplet cell count max
CCN1CCN(S(=O)(=O)c2ccc(Cl)c(C(=O)NC3CCC(C)CC3)c2)CC1 (stereo unspecified)	?	/
CCN(Cc1ccccc1)S(=O)(=O)c1cc(C(=O)NCCCN(C)C)ccc1OC	?	/
CC1(C)CCCC2=C1CC1C(=O)N(N)C(=O)C1C2 (stereo unspecified)	-1%	14
O=C(CCOc1ccccc1)Nc1ccccc1	i	-3
O=S(=O)(Nc1cc(S(=O)(=O)N2CCCC2)ccc1O)c1ccc(Cl)s1	?	/
C=CCn1c(SCC(=O)Nc2cc(C)cc(C)c2)nnc1-c1cnccn1	?	/
CC1CCC(NC(=O)C2(C)CCC(=O)N2Cc2cccnc2)CC1 (stereo unspecified)	i	/
CC1CCCN(C(=O)CSc2nnc(-c3ccco3)n2C)C1 (stereo unspecified)	?	/
CC(=O)N(CCC(Cc1ccccc1)c1ccco1)Cc1ccco1 (stereo unspecified)	15%	2
O=C(CSc1ccsc1[N+](=O)[O-])N1CCCCCC1	-4%	5
COc1cccc(C2(O)CCN(C(=O)Cc3cccnc3)CC2)c1	18%	-8
O=C1CC(c2cccc(F)c2)SC(N(c2ccccc2)c2ccccc2)=N1 (stereo unspecified)	?	/
CC(C)CNS(=O)(=O)c1cc2c3c(c1)CC(=O)N3CCC2	18%	14
CC(Nc1ccccc1)c1ccncc1 (stereo unspecified)	-3%	8
O=C(CN1CCN(C(=O)c2ccco2)CC1)Nc1ccc2c(c1)OCCO2	?	/
Cc1cccc(NCc2ccc(Br)cc2)n1	7%	-13
CSc1ncc(F)c(N(CCO)CCO)n1	?	/
Cc1cccc(OCCCCc2c(C)n[nH]c2C)c1C	?	/
CC1CC(=O)Nc2ccccc2N1C(=O)CSc1ncnc2sccc12 (stereo unspecified)	7%	0
CC(=O)c1cccc(N2C(=O)C3C4CCC(C4=C(C)C)C3C2=O)c1 (stereo unspecified)	-6%	6
Cc1cc(=O)oc(C)c1C(=O)Nc1cccc2nonc12	21%	1
CCOC(=O)c1cnc(SCC(=O)Nc2ccc(NC(=O)CC)c(OC)c2)nc1N	?	/
O=C(NCC1c2ccccc2CCN1C(=O)CN1C(=O)c2ccccc2C1=O)C1CCCCC1 (stereo unspecified)	?	/
S=C(Nc1cccc(Cl)c1Cl)N1CCC2(CC1)OCCO2	-3%	15
O=C(N/N=C/c1ccccn1)c1cc(C2CC2)nc2ccccc12	?	/
CC1CCCCN1C(=O)N[C@@H](Cc1ccccc1)C(=O)O (stereo partly specified)	?	/
COc1ccc(Nc2ncccc2C(=O)Nc2ccccc2)cc1	-1%	-26
COc1cccc(/C=N/Nc2nccnc2Cl)c1O	-1%	0
O=C(CN1C(=O)NC2(CCCCC2)C1=O)Nc1ccccc1N1CCCCC1	?	/
CCCCc1cc(=O)oc2cc(C)c(CN3CCCC3)c(O)c12	?	/
CCN1CCN(c2ccc(N3CCN(S(=O)(=O)c4ccc(C)c([N+](=O)[O-])c4)CC3)nn2)CC1	11%	1
CC1Cc2ccccc2N1C(=O)c1ccc(N2CCCC2)c([N+](=O)[O-])c1 (stereo unspecified)	9%	-11
Cc1ccc2nc(NC(=O)CSc3nnc(C)c(=O)n3N)sc2c1	-29%	0
COc1ccc(NC(=O)C2=CC(c3ccc(C)cc3)=NS(=O)(=O)N2C)cc1	5.2µM*	4.6*
O=C(NCCN1CCN(c2ccccc2)CC1)Nc1cccc(Br)c1	?	/
COc1ccc(CNC(=O)C2CCCN(S(=O)(=O)N3CCC(C)CC3)C2)c(OC)c1 (stereo unspecified)	?	/
Oc1c(Br)cc(Br)cc1/C=N/NC(=S)N[C@H]1CC2C=CC1C2 (stereo partly specified)	?	/
CC(=O)Oc1ccc(C(=O)NCc2ccco2)cc1	?	/
CCc1ccc(C(C)NC(=O)c2cc(C)oc2C)cc1 (stereo unspecified)	24%	1
Cc1nnc(SCC(=O)N2CC(=O)Nc3ccccc32)n1C	?	/

Complete entries from above:
O=C(NCC1c2ccccc2CCN1C(=O)CN1C(=O)c2ccccc2C1=O)C1CCCCC1 (stereo unspecified) in the list: S3 lipid droplet = ?; S3 lipid droplet cell count max = /
COc1ccc(Nc2ncccc2C(=O)Nc2ccccc2)cc1 in the list: S3 lipid droplet = -1%; S3 lipid droplet cell count max = -26
CCN1CCN(c2ccc(N3CCN(S(=O)(=O)c4ccc(C)c([N+](=O)[O-])c4)CC3)nn2)CC1 in the list: S3 lipid droplet = 11%; S3 lipid droplet cell count max = 1

Next compounds.
SMILES	S3 lipid droplet	S3 lipid droplet cell count max
O=C(OCc1cccc(F)c1)c1ccc2c(c1)-c1ccccc1C2=O	i	-14
CCOC(=O)C(C)n1cnc2c(nnn2-c2ccc(C)cc2)c1=O (stereo unspecified)	-1%	/
CCOc1ccc(OCCC(=O)Nc2ccc(F)cc2C)cc1	0%	-4
COC(=O)N/N=C/c1cn(Cc2c(Cl)cccc2Cl)c2ccccc12	?	/
Cc1ccc(C)c(OC(C)C(=O)Nc2nccs2)c1 (stereo unspecified)	?	/
Cc1ccc(CC(=O)Nc2cccc([N+](=O)[O-])c2)cc1	?	/
O=C(Nc1nc(-c2ccc(Cl)cc2Cl)cs1)c1ccc(OCC2CCCO2)cc1 (stereo unspecified)	?	/
CN(Cc1ccc(Cl)cc1Cl)C(=O)CNC(=O)c1ccco1	-27%	0
CCCc1ccc(S(=O)(=O)N2CCN(C(C)C(=O)NC3CCCC3)CC2)cc1 (stereo unspecified)	?	/
CCOc1ccc(NC(=O)C2=C(C)C(=O)OC23CCC(C)CC3)cc1 (stereo unspecified)	?	/
c1ccc2c(c1)ncn2Cc1nnc2sc(-c3ccc4c(c3)OCO4)nn12	?	/
O=C(c1cccc(C(F)(F)F)c1)C1CCCN(C(=O)CN2CCCC2=O)C1 (stereo unspecified)	12%	17
O=S(=O)(NCc1csc(-c2cccs2)n1)c1cccc(C(F)(F)F)c1	0%	-8
C(=C\c1ccco1)/C=N/n1cnnc1	3%	8
COc1ccc(OC(=O)c2cccc(S(=O)(=O)N3CCCC3)c2)cc1	i	0
Cc1ccc(-c2nn(-c3ccccc3)cc2NC(=O)c2ccccc2)cc1	?	/
Cc1ccc(S(=O)(=O)N2CCN(C(=O)NCc3ccc(C(=O)O)cc3)CC2)cc1	?	/
CCOc1ccc(NC(=O)N(CCC(C)C)C2CCN(C(C)=O)CC2)cc1	?	/
C/C(=N\NC(=O)c1cccc(S(=O)(=O)N2CCOCC2)c1)c1ccc(O)cc1	?	/
Fc1ccc(-c2cc(C(F)(F)F)nc(-n3cccn3)n2)cc1	?	/

Copied from the results shown (four entries):
SMILES	S3 lipid droplet	S3 lipid droplet cell count max
Cc1ccc(S(=O)(=O)N2CCN(C(=O)NCc3ccc(C(=O)O)cc3)CC2)cc1	?	/
CCOc1ccc(NC(=O)N(CCC(C)C)C2CCN(C(C)=O)CC2)cc1	?	/
C/C(=N\NC(=O)c1cccc(S(=O)(=O)N2CCOCC2)c1)c1ccc(O)cc1	?	/
Fc1ccc(-c2cc(C(F)(F)F)nc(-n3cccn3)n2)cc1	?	/

The list goes on:
SMILES	S3 lipid droplet	S3 lipid droplet cell count max
COc1ccc(C(=O)CSc2nc(SC)ns2)cc1OC	?	/
COC(=O)c1ccc(C(=O)OC)c(NC(=O)CCC(=O)O)c1	?	/
CC(C)CCn1c(=O)c2ccccc2c2ccccc2c1=O	i	/
O=C(Cn1c(C2CC2)nc2ccccc2c1=O)Nc1ccc(Br)cc1	?	/
CC1CC1C(=O)OCc1cc(=O)n2cc(Br)ccc2n1 (stereo unspecified)	?	/
O=C(NCC1CCCN(C(=O)CN2CCCCC2)C1)c1ccccc1Cl (stereo unspecified)	?	/
COC(=O)Cc1c[nH]c2ccc(OCC(O)CNC(C)C)cc12 (stereo unspecified)	?	/
O=C(Nc1cccc(NC(=O)c2ccc(Br)cc2)c1)c1ccccc1	-10%	-4
CCCCN(C(=O)CCC(=O)Nc1cc(C)on1)C(C(=O)NC(C)(C)C)c1ccccc1Cl (stereo unspecified)	?	/
Cc1ccc(C(=O)Nc2nnc(S(=O)(=O)N3CCC(C)CC3)s2)cc1	?	/
COc1cccc(/C=C(/CC(=O)Nc2ccc(N3CCOCC3)cc2)c2nc3ccccc3s2)c1	-26%	13
CCOc1ccc(N2CSC(=S)N(c3ccc(OCC)cc3)C2)cc1	-4%	-2
O=C1CCCN1CCCNC(=S)Nc1ccc(Br)cc1Cl	6%	14
COc1ccccc1OCCNC(=O)CC(NC(C)=O)c1ccccc1 (stereo unspecified)	?	/
Cc1ccc(C)c(S(=O)(=O)N2CCN(CC(=O)N3CCc4ccccc4C3)CC2)c1	?	/
Cc1ccccc1-c1nnc(SCc2ccccc2)o1	?	/
Cc1cc(C(=O)OCC(=O)Nc2cccc(S(=O)(=O)N(C)C)c2)c(C)o1	?	/
Cc1cc(CN(C)C(=O)CC2C(=O)NCCN2Cc2c(F)cccc2Cl)on1 (stereo unspecified)	22%	-11
FC(F)(F)c1nnc(-c2ccccc2)nc1N1CCOCC1	i	/
COc1ccc(CN(C2CCCC2)S(=O)(=O)c2ccc(-n3cnnn3)cc2)cc1OC	-16%	-27

Reformatted with two lines to a compound: entries from further up.
Values run as follows: S3 lipid droplet, S3 lipid droplet cell count max
COC(=O)Cc1c[nH]c2ccc(OCC(O)CNC(C)C)cc12 (stereo unspecified)
 : ?, /
O=C(Nc1cccc(NC(=O)c2ccc(Br)cc2)c1)c1ccccc1
 : -10%, -4

Arranged by value in S3 lipid droplet cell count max (largest number first): 4 of the compounds above.
| SMILES | S3 lipid droplet cell count max |
| --- | --- |
| Cc1cc(=O)oc(C)c1C(=O)Nc1cccc2nonc12 | 1 |
| CCOc1ccc(N2CSC(=S)N(c3ccc(OCC)cc3)C2)cc1 | -2 |
| CC1Cc2ccccc2N1C(=O)c1ccc(N2CCCC2)c([N+](=O)[O-])c1 (stereo unspecified) | -11 |
| COc1ccc(Nc2ncccc2C(=O)Nc2ccccc2)cc1 | -26 |

More results follow.
SMILES	S3 lipid droplet	S3 lipid droplet cell count max
COc1ccc(-n2c(CNC(=O)COc3ccccc3)n[nH]c2=S)cc1	?	/
COc1ccc(-c2ccc(SCC(=O)N3CCN(c4ccccc4)CC3)nn2)cc1	6%[9.22 µM]	-1
NC(=S)N/N=C1\CCOc2ccc(Cl)cc21	?	/
COc1ccc(S(=O)(=O)N2CCc3ccccc32)cc1C(=O)N1CCOCC1	?	/
Cc1ccccc1NC(=O)Cn1cnc2c1c(=O)n(C)c(=O)n2C	-12%	-7
O=C(Oc1cccc(/C=N/Nc2nc(N3CCOCC3)nc(N3CCOCC3)n2)c1)c1ccco1	?	/
O=C(O)CC1=C(O)C(=O)N(c2ccccc2)C1c1ccc(Cl)cc1 (stereo unspecified)	?	/
Clc1ccc(Oc2cnc3ccccc3n2)cc1	?	/
CCOc1cc(C)c(S(=O)(=O)NCCCn2ccnc2)cc1C	-2%	-8
Cc1cc(C(=O)OCC(=O)NCCCN2CCCC2=O)c2ccccc2n1	-11%	-1
Cc1ccc(C(=O)NC(=S)Nc2ccc(N3CCN(C(=O)c4ccco4)CC3)cc2)cc1	?	/
Cc1ccc(-c2cc(C(=O)N3CC(C)OC(C)C3)c3ccccc3n2)o1 (stereo unspecified)	?	/
COc1cccc(CN(Cc2cccnc2)S(=O)(=O)c2ccc(-n3cnnn3)c(C)c2)c1	-17%	-26
Cc1cccc(C)c1NC(=O)C1CCN(S(C)(=O)=O)CC1	21%	-4
Cc1cc(C)cc(NC(=O)N2C3CCCC2CC(NC(=O)C2CC2)C3)c1 (stereo unspecified)	-28%	-22
COCC(=O)N1CCc2ccc(NC(=O)c3ccccc3Cl)cc2C1	?	/
COc1ccc(CNC(=S)Nc2ccc(-c3ccccc3)cc2)cc1	-11%	-18
O=C(CNC(=O)c1ccco1)OCC(=O)c1ccc2ccccc2c1	?	/
CCCc1cc(Nc2cccc(OCC)c2)n2ncnc2n1	?	/
Cc1ccc(S(=O)(=O)N(C)c2ccc(C(=O)N3CCN(Cc4ccc5c(c4)OCO5)CC3)cc2)cc1	?	/
Cc1ccc(S(=O)(=O)N(C)C)cc1NC(=S)Nc1cccc2ccccc12	?	/
CC(C)(C)[C@H]1CCC(=O)N([C@H](CSc2ccccc2)Cc2ccccc2)CC1	?	/
CCC(CC)NC(=O)CC(c1ccccc1)c1ccccc1	3%	19
CCN(CC)CCN(C(=O)c1cc(Cl)sc1Cl)c1nc2cc3c(cc2s1)OCO3	?	/
COc1ccc(S(=O)(=O)NNC(=O)c2ccccc2-n2cccc2)cc1	?	/
O=C(NCc1ccccc1)C12CN(Cc3ccccc3)CC1C(c1ccc([N+](=O)[O-])cc1)=NO2 (stereo unspecified)	8%	-12
CCCCOCCCN1CC(=O)N2[C@@H](Cc3c([nH]c4ccccc34)C2(C)C)C1=O	-20%	-9
Cc1sc2c(c1C)C(O)=C(C(=O)Nc1ccccc1)S(=O)(=O)N2C	2%	8
O=C(CSc1nnnn1-c1ccc2c(c1)CCC2)Nc1ccc2c(c1)OCCO2	?	/
Cc1cc(S(=O)(=O)Nc2ccc(C(=O)NCC3(N4CCCCC4)CCCCC3)cc2)ccc1F	?	/
NC(=O)CSCc1ccc(Br)cc1	-6%	1
CCc1cc(=O)oc2c3c(cc(OCC(=O)NC4CC4)c12)OC(C)(C)CC3	-22%	-1
O=S(=O)(c1ccc(Br)cc1)N1CCN(c2cc(-c3ccccc3)nc3ncnn23)CC1	?	/
N#Cc1ccc(-c2cccnc2)nc1SCC(=O)c1ccccc1	?	/
CCC(=O)N(Cc1c(C)nn(-c2ccccc2)c1Cl)c1ccc(Cl)cc1	?	/
